High-throughput results: PubChem BioAssay, several laboratories
SUMO1 PPI mod – modulators of human SUMO1-mediated protein-protein interactions; P63165; SUMO1 binding to a labelled peptide, TR-FRET, 1 h; inhibition, % at 20 µM; hit rate 0.33% among 360,000; AID 602429; in the data active = inhibition above about 37%
Target sequence (P63165 whole entry, looked up): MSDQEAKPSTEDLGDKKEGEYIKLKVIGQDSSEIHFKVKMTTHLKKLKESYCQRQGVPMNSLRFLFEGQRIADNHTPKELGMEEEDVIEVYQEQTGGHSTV
DNMT1 inh – DNMT1 (human) enzyme inhibition | inhibition (reported as % activation of signal), % at 10 µM | P26358 | DNMT1 molecular beacon, Hinp1I cleavage, fluorescence | hit rate 0.83% among 360,000 | AID 588458; in the data active = inhibition above about 50%
STEP inh – blocks human striatal-enriched tyrosine phosphatase; P54829; recombinant STEP, OMFP fluorogenic substrate, fluorescence; inhibition, % at 20 µM; hit rate 0.25% among 360,000;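 active = inhibition at 20 µM, scaled per plate between control wells, above about 37%, limit read from the data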;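 also: 0% = DMSO with enzyme and substrate and 100% = substrate only without enzyme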
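Material: STEP (striatal-enriched tyrosine phosphatase) enzyme, cell-free | Medium: 50 mM Bis-Tris pH 6.0 with 2.5 mM DTT and 0.005% Tween 20 | Read-out: Percent inhibition scaled to no-enzyme and uninhibited-enzyme controls, plate-pattern corrected | Signal: Fluorescence read at 480 nm ex / 540 nm em | Times: 20 min reaction, room temperature, in the dark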
Scp1 inh – blocks human Scp-1 phosphatase activity. Q9GZU7. Recombinant Scp1, phosphopeptide, malachite green phosphate absorbance. inhibition, % at 20 µM. hit rate 0.88% among 340,000. AID 493091;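 active = inhibition above about 50% at 20 µM, limit read from the data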;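 also: plate controls were DMSO wells with enzyme for no effect and wells lacking enzyme for full effect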
Target sequence (Q9GZU7 76-261 limits assumed): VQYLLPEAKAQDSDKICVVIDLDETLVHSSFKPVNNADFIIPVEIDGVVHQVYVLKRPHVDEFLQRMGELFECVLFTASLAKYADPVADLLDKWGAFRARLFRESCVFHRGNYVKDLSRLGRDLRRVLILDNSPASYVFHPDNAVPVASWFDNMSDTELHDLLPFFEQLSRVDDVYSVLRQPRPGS
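Times: enzyme reaction 45 min at room temperature, colour 5 min, stabilisation 30 min. Material: SCP-1 catalytic fragment, aa 76-261. Medium: Acidic Tris acetate buffer with magnesium and detergent. Signal: colorimetric free-phosphate detection, absorbance 630 nm. Read-out basis: % inhibition of SCP-1 phosphate liberation. Reagent: Phosphorylated 17-residue peptide substrate.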
LMPTP inh – LMPTP (human) inhibition; P24666; recombinant LMPTP-A, OMFP fluorogenic substrate, fluorescence intensity; inhibition, % at 20 µM; hit rate 0.22% among 360,000;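 active = compounds that cut the enzyme signal by at least half of the control window in the single-dose screen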;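 also: plate controls were DMSO wells with enzyme plus substrate for no effect and substrate without enzyme for full effect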
Target sequence (P24666 whole entry, looked up): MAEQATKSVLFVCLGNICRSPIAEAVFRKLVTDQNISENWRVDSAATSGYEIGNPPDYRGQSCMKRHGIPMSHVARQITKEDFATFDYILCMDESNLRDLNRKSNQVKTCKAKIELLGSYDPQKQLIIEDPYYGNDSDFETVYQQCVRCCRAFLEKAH
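Assay system: LMPTP-A enzyme. Input: 0.625 nM LMPTP-A final. Probe or stimulus: 400 µM OMFP. Compound dosing: single 20 µM dose. Schedule: 50 min dark incubation at room temperature. Detection: fluorescence intensity of OMFP turnover product. Read-out: percent inhibition versus substrate-only and uninhibited controls. Benchmarks: no-enzyme low control, uninhibited high control.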
MsrA inhibitor – inhibits bovine methionine sulfoxide reductase A; hit rate 0.75% among 360,000; inhibition, % at 15.5 µM; purified bovine MsrA, absorbance read-out; in the data active = inhibition above about 4.5%;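 also: 0% = vehicle wells with enzyme and 100% = reference inhibitor wells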
TbMetRS inhib – blocks T. brucei methionyl-tRNA synthetase activity | purified T. brucei MetRS, ATP depletion, Kinase-Glo luminescence | inhibition, % at 11.9 µM | hit rate 0.4% among 360,000 | AID 624268;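 active = inhibition above a per-plate cutoff of the control wells' mean inhibition plus 3 SD, cut at about 5.5% in these data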;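 also: 0% = DMSO wells median and 100% = median of wells with control inhibitor compound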
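Material: parasite MetRS enzyme / Replication: singlicate, one well per compound / Signal: luminescence of leftover ATP / Schedule: 2 h aminoacylation at 25 °C after 15 min preincubation / Medium: HEPES-MgCl2-KCl buffer plus DTT, spermine, BSA, pyrophosphatase / Doses: 11.9 µM single point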
CSN deneddyl inh – CSN deneddylation inhibition; Q92905; Purified CSN, SCF-Nedd8-OG deneddylation, fluorescence polarization; inhibition, % at 12.5 µM; hit rate 0.38% among 360,000; AID 651999;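 active = pattern-corrected inhibition above about 35%, with an unprinted fluorescence ratio check between 0.5 and 1.5, limit read from the data, passing the limit was not always enough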;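 also: 0% = enzyme with substrate and 100% = substrate without enzyme; some results filed as inactive read as strong as hits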
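Assay system: Purified human Csn5 enzyme expressed in HEK293T cells | Amount: Enzyme 0.24 nM | Measured by: Fluorescence polarization readout | Medium: Tris/NaCl/DTT buffer, pH 7.5 | Compound dosing: One concentration, 12.5 µM, 0.25% DMSO | Times: 90 min incubation of compound, enzyme and substrate at room temperature | Control set: no-enzyme wells high, enzyme-with-substrate wells low | Read-out: % inhibition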
NadD inh – NadD (S. aureus) enzyme inhibition; purified NadD enzyme, colorimetric absorbance read-out; inhibition, % at 20 µM; hit rate 0.78% among 360,000; in the data active = inhibition above about 26%; also: some compounds past the cut are filed as inactive
Rpn11 inh – Rpn11 (human) deubiquitinase inhibition | hit rate 0.59% among 360,000 | calls only at 20 µM | AID 588493 | human 26S proteasome, Ub4-pepOG fluorescence polarization; 20S core pre-blocked with epoxomicin;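 active = inhibition at 20 µM, scaled to each plate's controls, above about 33%, limit read from the data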
Target sequence (O00487 whole entry, looked up): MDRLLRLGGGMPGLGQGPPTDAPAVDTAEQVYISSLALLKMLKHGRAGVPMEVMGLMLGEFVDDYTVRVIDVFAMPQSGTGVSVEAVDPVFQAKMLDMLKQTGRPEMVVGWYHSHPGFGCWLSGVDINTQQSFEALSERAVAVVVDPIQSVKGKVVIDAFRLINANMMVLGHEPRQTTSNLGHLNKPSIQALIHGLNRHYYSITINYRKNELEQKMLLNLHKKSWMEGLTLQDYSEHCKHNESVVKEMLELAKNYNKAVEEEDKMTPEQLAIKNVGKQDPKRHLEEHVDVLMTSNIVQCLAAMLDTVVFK
The depositor's hits bear a star; i = inactive; x = not tested or not shown; + = active, no number; & = joins results of further samples. Outcome played no part in choosing rows. About 3.9% of those tested had a hit in this group.

| molecule | SUMO1 PPI mod | DNMT1 inh | STEP inh | Scp1 inh | LMPTP inh | MsrA inhibitor | TbMetRS inhib | CSN deneddyl inh | NadD inh | Rpn11 inh |
| --- | --- | --- | --- | --- | --- | --- | --- | --- | --- | --- |
| CO/N=C(/C(=O)N[C@@H]1C(=O)N2C(C(=O)O)=CCS[C@H]12)c1cnc(N)s1 | 105.8* | 97.8* | 77.5* | x | 13.7 | x | -0.4 | 20.6 | 39.2* | + |
| Cc1ccc2c(c1)C(=O)c1ccccc1CS2=O (centres undefined) | -11.2 | 0.8 | -1.0 | -8.3 | -1.0 | 0.1 | -0.8 | 3.5 | -8.1 | i |
| CCCCCCCCN1C(=O)[C@H](CC(=O)NCC23CC4CC(CC(C4)C2)C3)C[C@@]2(C(=O)OC)CCCCC=C12 | 1.0 | x | x | x | 3.6 | 0.4 | 0.4 | -5.4 | 11.1 | x |
| Cc1ccccc1CSc1nnc(-c2ccccn2)n1N | -0.9 | 2.8 | 0.7 | -3.7 | -2.9 | 1.4 | -0.3 | 0.7 | 0.5 | i |
| CCOC(=O)c1ccccc1CN1C(=O)c2ccccc2S1(=O)=O | 1.6 | 2.7 | -0.9 | -9.1 | 0.8 | -0.4 | -0.8 | -3.4 | -4.5 | i |
| O=C(N/N=C/c1cccc(OC(=O)c2cccc(Br)c2)c1)c1cccnc1 | -6.3 | -2.4 | -0.1 | -12.6 | 1.7 | -0.4 | -0.2 | 0.6 | -3.6 | i |
| CCOC(=O)C1CCCN(C2CC(=O)N(c3ccc(C(C)C)cc3)C2=O)C1 (centres undefined) | 0.5 | -0.5 | -0.9 | -3.9 | -0.3 | -1.2 | -0.5 | 3.1 | -7.1 | i |
| O=C(Nc1ccccc1O)c1ccc(NC(=O)C2CC2)cc1 | -1.2 | -0.5 | -0.7 | -6.9 | 1.2 | 0.5 | -0.1 | 7.2 | 1.8 | i |
| Cc1ccc(S(=O)(=O)NC2=NCN(CCOC(=O)c3ccc([N+](=O)[O-])cc3)CN2)cc1 | -25.4 | 3.1 | -5.4 | 0.0 | -0.5 | 0.3 | -1.2 | -6.5 | -4.8 | i |
| O=C(Cc1cc(=O)[nH][nH]1)N/N=C/c1c(Cl)cccc1Cl | -0.3&1.9 | -3.7&-6.3 | -2.5&-4.5 | 2.4&-7.1 | -0.1&-1.2 | 0.3&-0.2 | -0.5&0.1 | -14.4&-9.0 | 5.2&0.8 | i |
| Cc1ccc(OCC(=O)Nc2ccc(S(=O)(=O)Nc3ccccn3)cc2)cc1C | -7.3 | -2.3 | -1.2 | -2.9 | 0.5 | 0.2 | 0.4 | -11.2 | 6.6 | i |
| CC1CC(C)CN(C(=O)CSc2nnc(-c3ccco3)o2)C1 (centres undefined) | -3.1 | -1.3 | -1.8 | -4.9 | -0.5 | 0.0 | -0.4 | 6.1 | -2.5 | i |
| Fc1cccc(C2CCCCN2Cc2nc(C3CC3)no2)c1 (centres undefined) | 0.8 | 0.3 | 1.9 | -5.5 | 1.1 | 0.6 | 0.0 | -5.2 | -5.6 | i |
| C[C@H](NC(=O)c1ccc(Br)cc1)C(=O)NCc1ccc(S(N)(=O)=O)cc1 | -2.1 | 2.1 | 0.2 | -4.5 | 1.4 | 0.7 | -0.8 | 4.9 | -7.1 | i |
| COc1ccc(CC(=O)Nc2ccc(-c3cn4ccccc4n3)cc2)cc1 | -2.0 | -2.3 | 2.2 | -1.6 | 5.4 | 0.8 | -0.3 | -3.3 | 2.1 | i |
| O=C(NCCCCO)c1c(-c2ccccc2)oc2c1C(OCCCCCO)CCC2 (centres undefined) | 2.0 | x | x | x | -0.5 | 1.6 | -2.3 | -3.0 | -1.7 | x |
| CN(c1ccc(C(=O)NCc2ccncc2)cc1)S(=O)(=O)c1ccc(Cl)cc1 | -0.5 | 1.1 | -3.3 | 0.0 | 0.4 | -0.1 | -0.3 | -2.0 | -5.0 | i |
| O=c1c2cn[nH]c2[nH]c(=S)n1-c1ccccc1Cl | 4.8 | 0.2 | 7.4 | -4.1 | -0.8 | 2.8 | 0.6 | 1.9 | -2.4 | i |
| O=S(=O)(c1ccccc1Cl)N1CCCC1c1nc(-c2cccc(Cl)c2)no1 (centres undefined) | -1.6 | -3.9 | 2.4 | -12.1 | 2.6 | 1.2 | -0.5 | 5.0 | -3.4 | i |
| COc1cc(=O)[nH]c(SCC(=O)Nc2nc3c(s2)CCCC3)n1 | 5.2 | 4.7 | 2.2 | -12.4 | -0.5 | 0.5 | -0.5 | 0.2 | -6.5 | i |
| CCC(=O)NNc1ncnc2c1cnn2-c1cccc(C)c1 | -0.6 | 3.0 | -4.2 | -5.2 | -1.7 | 1.4 | -0.3 | -9.2 | 0.3 | i |
| CCCCNC(=O)c1nn2c(C(F)(F)F)cc(-c3ccc(OC)cc3)nc2c1Br | -15.5 | 1.9 | 2.6 | -9.6 | -0.1 | 0.3 | -0.8 | -3.9 | 2.6 | i |
| O=C(O)CCCC(=O)N1N=C(c2c(-c3ccccc3)c3cc(Cl)ccc3[nH]c2=O)CC1c1cccs1 (centres undefined) | 6.2 | -0.2 | -0.4 | 0.3 | -0.4 | 2.6 | -1.1 | 0.7 | 10.1 | i |
| CN(C(=O)c1ccccn1)C1(C(=O)NC2CCCCC2)CCCCC1 | -1.2 | -0.2 | -4.0 | -3.6 | -1.8 | 0.2 | -0.3 | 3.3 | -5.1 | i |

Some of the entries so far, with the structure last:
SUMO1 PPI mod | DNMT1 inh | STEP inh | Scp1 inh | LMPTP inh | MsrA inhibitor | TbMetRS inhib | CSN deneddyl inh | NadD inh | Rpn11 inh | compound
-3.1 | -1.3 | -1.8 | -4.9 | -0.5 | 0.0 | -0.4 | 6.1 | -2.5 | i | CC1CC(C)CN(C(=O)CSc2nnc(-c3ccco3)o2)C1 (centres undefined)
0.8 | 0.3 | 1.9 | -5.5 | 1.1 | 0.6 | 0.0 | -5.2 | -5.6 | i | Fc1cccc(C2CCCCN2Cc2nc(C3CC3)no2)c1 (centres undefined)
-2.1 | 2.1 | 0.2 | -4.5 | 1.4 | 0.7 | -0.8 | 4.9 | -7.1 | i | C[C@H](NC(=O)c1ccc(Br)cc1)C(=O)NCc1ccc(S(N)(=O)=O)cc1
-2.0 | -2.3 | 2.2 | -1.6 | 5.4 | 0.8 | -0.3 | -3.3 | 2.1 | i | COc1ccc(CC(=O)Nc2ccc(-c3cn4ccccc4n3)cc2)cc1
2.0 | x | x | x | -0.5 | 1.6 | -2.3 | -3.0 | -1.7 | x | O=C(NCCCCO)c1c(-c2ccccc2)oc2c1C(OCCCCCO)CCC2 (centres undefined)
-0.5 | 1.1 | -3.3 | 0.0 | 0.4 | -0.1 | -0.3 | -2.0 | -5.0 | i | CN(c1ccc(C(=O)NCc2ccncc2)cc1)S(=O)(=O)c1ccc(Cl)cc1
4.8 | 0.2 | 7.4 | -4.1 | -0.8 | 2.8 | 0.6 | 1.9 | -2.4 | i | O=c1c2cn[nH]c2[nH]c(=S)n1-c1ccccc1Cl
-1.6 | -3.9 | 2.4 | -12.1 | 2.6 | 1.2 | -0.5 | 5.0 | -3.4 | i | O=S(=O)(c1ccccc1Cl)N1CCCC1c1nc(-c2cccc(Cl)c2)no1 (centres undefined)
5.2 | 4.7 | 2.2 | -12.4 | -0.5 | 0.5 | -0.5 | 0.2 | -6.5 | i | COc1cc(=O)[nH]c(SCC(=O)Nc2nc3c(s2)CCCC3)n1
-0.6 | 3.0 | -4.2 | -5.2 | -1.7 | 1.4 | -0.3 | -9.2 | 0.3 | i | CCC(=O)NNc1ncnc2c1cnn2-c1cccc(C)c1
-15.5 | 1.9 | 2.6 | -9.6 | -0.1 | 0.3 | -0.8 | -3.9 | 2.6 | i | CCCCNC(=O)c1nn2c(C(F)(F)F)cc(-c3ccc(OC)cc3)nc2c1Br
6.2 | -0.2 | -0.4 | 0.3 | -0.4 | 2.6 | -1.1 | 0.7 | 10.1 | i | O=C(O)CCCC(=O)N1N=C(c2c(-c3ccccc3)c3cc(Cl)ccc3[nH]c2=O)CC1c1cccs1 (centres undefined)
-1.2 | -0.2 | -4.0 | -3.6 | -1.8 | 0.2 | -0.3 | 3.3 | -5.1 | i | CN(C(=O)c1ccccn1)C1(C(=O)NC2CCCCC2)CCCCC1
